GALK inh: inhibitors of human galactokinase | P51570 | AID 1868 | Purified GALK, Kinase-Glo residual ATP luminescence | hit rate 0.007% among 270,000 | Potency, µM (titrated, usually from 57.5 µM), for inactives: at the highest dose activity change, negative = inhibition, hits mostly inhibitors; note: potency is the fitted concentration of half-maximal effect; % is set by controls: 0 for no effect and ±100 for the full control effect
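Compounds were pin-transferred into ATP buffer (35 uM final), then GALK plus galactose (5 nM, 100 uM final) was added. After 1 h at room temperature, Kinase-Glo Plus was added and luminescence read after 10 min.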
TSHR antag: blocks TSH signaling through the human TSH receptor. P16473. activity change, negative = inhibition, % at 11.5 µM. TSHR-expressing cells, TSH-stimulated cAMP HTRF, 2 h; active compounds read low. hit rate 0.2% among 330,000;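 active = activity change below a set negative limit, meaning inhibition stronger than a set level, cut at about -70% in these data; inconclusive = activity change between two set negative limits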; note: % is set by controls: 0 for no effect and ±100 for the full control effect
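Cell-based HTRF cAMP assay; TSHR cells + compound, TSH EC80 (4nM final), 2 h, 37 deg C. Lysis with anti-cAMP cryptate and cAMP-d2, 30 min RT, read 665/620 nm.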
A-T KAP1 phos: potential ataxia-telangiectasia treatment; AID 485349; hit rate 0.19% among 320,000; Potency, µM (series often up to 57.5 µM), for the others: at the highest dose activation, actives largely listed as activators; […] A-T fibroblasts, KAP-1 phosphorylation AlphaLISA; neocarzinostatin DNA damage 30 min before lysis; note: potency is the fitted concentration of half-maximal effect; % of control where 0% means no effect; nearly all actives have a fitted effect of over 45% in size
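ATM-like activity read as KAP-1 phosphorylation via AlphaLISA donor/acceptor antibody pairs after lysis and 6 hr at 25C. Cells were ATM-null patient fibroblasts ([…], hTERT), dosed 60 min, then exposed to the DSB inducer NCS for 30 min.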
Tb PFK block: inhibitors of T. brucei phosphofructokinase | hit rate 0.17% among 330,000 | Potency, µM (titrated, usually from 57.5 µM), without a hit: at the top dose activity, negative = inhibition, hits mostly inhibitors | T. brucei PFK, ADP-Glo luminescence | AID 485367;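 note: potency is the fitted concentration of half-maximal effect; 0% = uninhibited 1x PFK enzyme wells and -100% = no-enzyme wells; nearly all actives have a fitted effect of over 60% in size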
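1.25 nM PFK with 0.5 mM F6P and 0.1 mM ATP in 0.1 M TEA pH 8.0, 5 mM MgCl2, incubated 45 min at room temperature; ADP measured by ADP-Glo luminescence; compounds titrated up to 57 uM.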
TCR activator: T cell receptor activation | primary human leukocytes, anti-CD3, IL-2 HTRF, 48 h | Potency, µM (doses to about 9.22 µM), without a hit: at the top dose activation of IL-2 secretion, actives largely listed as activators | 330,000 tested, under 10 active | AID 504894; note: % of control where 0% means no effect
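Human primary leukocytes + a-CD3 beads + cpd, 48 hr; IL-2 in supernatant by HTRF (ex 320nm / em 665nm). No co-stimulatory signal supplied.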
Chronic BCR inh: inhibitors of chronic active B-cell receptor signaling. Potency, µM (top dose mostly 46.1 µM), without a hit: at the highest dose ratio change, negative = lower green/red ratio, actives largely listed as inhibitors. ABC-DLBCL IkBa-CBG/CBR reporter, luminescence ratio, 4 h. hit rate 0.05% among 340,000; active = well fitted inhibition curve with a large enough effect in the signal ratio, with a control signal flat, not every such curve was filed as active; inconclusive = small, poorly fitted or top-dose-only effect, or effect the other way, or a change in a side signal; the % refers to the signal ratio;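 note: potency is the fitted concentration of half-maximal effect; plate controls were basal doxycycline-induced cells for no effect and cells given 10 µM MG132 for full effect; MG132 reads +100%, hits lower the ratio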
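Concentration-response series (up to 46 uM) were applied to TMD8 dual-reporter cells for 4 h at 37C with doxycycline. Green/red ratio, after filter-overlap correction, defined %Activity; red signal alone was normalised to basal cells and zero luminescence.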
Giardia kill: Giardia lamblia killing | Giardia lamblia trophozoite viability | activity change, % at 7.66 µM, hits read low | hit rate 0.15% among 340,000; in the data active = activity change below about -80%; inconclusive = between about -30% and that limit;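 note: parasites exposed to compound for two days anaerobically before the ATP read; % is set by controls: 0 for no effect and ±100 for the full control effect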
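Trophozoites 100 cells/well + cpd; 48 hrs, 37 deg C, anaerobic. ATPLite 1-Step added, 15-30 min RT, luminescence read (ATP-based viability).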
hERG WT inh: KCNH2 (human, wildtype) channel inhibition | Q12809 | U2OS, BacMam KCNH2, thallium flux FluxOr; active compounds read low | activity change, % at 1.84 µM | hit rate 0.37% among 340,000;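 active = maximum activity change below -70%; inconclusive = maximum activity change between -70% and -50%; inactive = maximum activity change above -50%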; note: % is set by controls: 0 for no effect and ±100 for the full control effect
Target sequence (Q12809 whole entry, looked up): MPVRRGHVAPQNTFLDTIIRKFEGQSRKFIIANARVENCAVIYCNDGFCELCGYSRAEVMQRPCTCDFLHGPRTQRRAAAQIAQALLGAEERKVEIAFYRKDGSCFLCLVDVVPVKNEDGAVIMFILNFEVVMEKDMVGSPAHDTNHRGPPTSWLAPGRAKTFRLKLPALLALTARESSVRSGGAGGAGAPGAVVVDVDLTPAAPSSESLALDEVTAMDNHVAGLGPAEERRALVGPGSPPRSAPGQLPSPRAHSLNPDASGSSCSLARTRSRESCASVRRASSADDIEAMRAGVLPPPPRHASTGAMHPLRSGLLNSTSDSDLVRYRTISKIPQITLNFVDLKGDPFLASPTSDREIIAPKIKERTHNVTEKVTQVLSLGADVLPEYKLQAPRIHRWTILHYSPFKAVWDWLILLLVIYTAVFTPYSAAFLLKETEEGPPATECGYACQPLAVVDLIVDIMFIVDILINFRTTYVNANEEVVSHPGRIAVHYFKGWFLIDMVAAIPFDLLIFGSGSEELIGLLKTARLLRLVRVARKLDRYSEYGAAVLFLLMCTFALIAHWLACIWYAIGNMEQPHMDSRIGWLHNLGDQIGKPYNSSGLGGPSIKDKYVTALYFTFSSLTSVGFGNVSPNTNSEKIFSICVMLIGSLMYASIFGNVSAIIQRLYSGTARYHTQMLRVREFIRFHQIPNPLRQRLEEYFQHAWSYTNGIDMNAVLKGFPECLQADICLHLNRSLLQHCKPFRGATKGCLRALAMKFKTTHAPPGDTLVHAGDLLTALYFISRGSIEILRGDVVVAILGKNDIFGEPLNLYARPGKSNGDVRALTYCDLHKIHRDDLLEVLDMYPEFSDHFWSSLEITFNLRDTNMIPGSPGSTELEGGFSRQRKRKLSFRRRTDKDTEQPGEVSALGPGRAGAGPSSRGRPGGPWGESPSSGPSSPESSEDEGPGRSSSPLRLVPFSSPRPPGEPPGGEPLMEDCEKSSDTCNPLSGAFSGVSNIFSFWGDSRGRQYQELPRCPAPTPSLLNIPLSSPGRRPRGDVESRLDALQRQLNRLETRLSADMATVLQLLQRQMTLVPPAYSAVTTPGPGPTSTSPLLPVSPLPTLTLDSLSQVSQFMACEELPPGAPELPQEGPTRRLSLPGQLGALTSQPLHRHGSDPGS
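U2OS cells transduced with wild-type KCNH2 virus are loaded with FluxOr dye for 45 min, and thallium flux is measured in kinetic reads before and after stimulation buffer. Rate constants are normalized to DMSO controls.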
FBPA coupling cs: inhibits coupling enzyme system, counter-screen for aldolase hits; coupling enzyme system counterscreen, AmpLite Red fluorescence; activity change, negative = inhibition, % at 58.2 µM, hits read low; hit rate 0.67% among 290,000; AID 2472; in the data active = activity change below about -30%; note: % is set by controls: 0 for no effect and ±100 for the full control effect
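Final compound at 57.5 uM, incubated 10 min at RT with coupling enzyme reagent (glyceraldehyde-3-phosphate), then 20 min with substrate and AmpLite Red detection. Fluorescence read at 525/598 nm; tests interference with the coupling assay, not aldolase inhibition.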
CXXC DNA block: blocks binding of human MLL CXXC domain to DNA; MLL-CXXC / FITC-HOXA9 DNA fluorescence polarization; Potency, µM (series often up to 115 µM), for the others: at the top dose activity change, negative = inhibition, most hits filed as inhibitors; Q03164; hit rate 0.037% among 290,000; active = well fitted inhibition curve with a large enough effect in the polarisation, with a control signal flat, not every such curve was filed as active; inconclusive = small, poorly fitted or top-dose-only effect, or effect the other way, or a change in a side signal; inactive = no such curve, though single readings can be large or run the other way; the % refers to the polarisation; note: potency is the fitted concentration of half-maximal effect
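Fluorescence polarization: 7 uM MLL-CXXC (stock) preincubated 5 min with compounds, then 50 nM fluorescein-HOX-A9 DNA (stock) added; 30 min ambient. Buffer 50 mM Tris-HCl pH 7.5, 50 mM NaCl, 1 mM DTT, 0.05% BSA.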
An asterisk follows results filed as active; ? = inconclusive; / = no result given; [ ] = dose if it differs, or a comment. Unless noted, calls come from the whole dose curve; as a rule, active = well fitted curve in the direction sought with a large enough effect; inconclusive = small, poorly fitted or top-dose-only effect, or another doubt; inactive = no such curve, though single readings can be large; an effect the other way counts as inactive or inconclusive.

#	Structure	GALK inh	TSHR antag	A-T KAP1 phos	Tb PFK block	TCR activator	Chronic BCR inh	Giardia kill	hERG WT inh	FBPA coupling cs	CXXC DNA block
1	CC(C)(C)c1cc(NS(=O)(=O)c2cccs2)no1	5%	13	-6%	-8%	0%	5%	-10	5	2	-4%
2	Cc1ccnc(NS(=O)(=O)c2ccc(NC(=O)Cc3ccccc3)cc2)n1	3%	-2	-2%	-8%	11%[46.1 µM]	0%	-18	0	7	-1%
3	CCOC(=O)c1ccc(NC(=O)CSc2nc3cccnc3n2C)cc1	-4%	-13	/	-3%	4%[46.1 µM]	-6%	-7	-6	0	-3%
4	O=C(COc1ccccc1)NNC(=S)NC(=O)c1ccc(Cl)cc1Cl	-2%	4	0%	-19%	-4%[46.1 µM]	11%	23	-3	7	-11%
5	O=C(Cc1ccc(S(=O)(=O)N2CCOCC2)s1)N(Cc1ccccc1)c1ccccc1	/	11	8%	-4%	5%	6%	21	-5	/	/
6	COc1ccc(C2CC(=O)C=C(O)C2)cc1 (stereo not given)	/	-10	-1%	-2%	2%[46.1 µM]	1%	6	3	-1	-3%
7	Cc1ccc(/C=N/N=C2/NC(=O)C(CC(=O)N3CCOCC3)S2)cc1 (stereo not given)	8%	3	8%	-13%	8%	-2%	19	-35	2	4%
8	O=S(Cc1ccc(Cl)cc1)CC(O)COCc1ccc(Cl)cc1 (stereo not given)	5%	1	10%	-2%	-78%	0%	-10	1	-4	0%
9	CN1C(=S)SC(/[N+]([O-])=C\c2ccccc2F)C1(C)C (stereo not given)	3%	-5	-3%	-4%	-9%	3%	-12	-1	2	-3%
10	N/C(Cc1cccc2ccccc12)=N\OC(=O)c1ccccc1F	-1%	1	9%	-12%	-1%	1%	-14	4	/	-5%
11	CCc1ccccc1NC(=O)c1ccc2snnc2c1	3%	-1	5%	-10%	8%	-20%	-5	1	/	-1%
12	FC(F)(F)c1cccc(Nc2nc(N3CCCC3)nc(N3CCCC3)n2)c1	0%	-4	-3%	0%	1%	5%	-15	-3	3	-1%
13	COc1ccc(S(=O)(=O)N(CCc2ccccc2)CC(=O)N/N=C/c2ccc3c(c2)OCO3)cc1	0%	23	-6%	-4%	6%[46.1 µM]	-5%	-4	-7	3	2%
14	COc1ccc(-c2[nH]n(-c3ccc([N+](=O)[O-])cc3)c(=O)c2C=NCc2ccc(F)cc2)cc1	2%	-13	3%	0%	-3%[46.1 µM]	?	1	4	0	5%
15	Cc1ccc(S(=O)(=O)N2CCC(C(=O)NCCCN3CCCCCC3)CC2)cc1	-1%	3	-2%	9%	4%	5%	-18	20	2	-2%
16	Cn1c(N=Nc2ccc(N3CCOCC3)cc2)[n+](C)c2ccccc21	0%	?	-7%	?	5%	-13%	-4	-6	-16	?
17	CCN(CC)C(=O)c1csc(Nc2cccc3ccccc23)n1	-3%	-1	-8%	-4%	0%	3%	-12	-1	2	4%
18	COc1cc(/C=N\NC(=O)c2ccc(C)nc2)ccc1OC(=O)c1ccc2c(c1)OCO2	-2%	22	1%	1%	-4%	?	1	/	1	?
19	Cc1sc2nc(-c3cccs3)nc(N3CCCN(C)CC3)c2c1C	1%	23	-1%	4%	/	1%	/	/	-4	-4%
20	CNc1nc(C23CC4CC(CC(C4)C2)C3)cs1	2%	-19	-2%	-1%	-9%	-1%	5	6	2	9%
21	Cc1ccc(-n2nc3c(=O)n(CCCC(=O)NCc4ccccc4C)nc(C)c3c2C)cc1	-1%	-14	-18%	-1%	6%	2%	1	25	/	-14%
22	CCN(C(=O)CSc1ncn[nH]1)c1c(N)n(Cc2ccccc2)c(=O)[nH]c1=O	/	-8	2%	0%	-18%	0%	-18	-4	/	/
23	CC(C)CNC(=O)c1ccccc1N(Cc1ccccc1)S(C)(=O)=O	6%	15	-3%	-2%	-5%	3%	-1	5	1	1%
24	CC(C(=O)Nc1ccccn1)N1C(=O)C2C3C=CC(C3)C2C1=O (stereo not given)	3%	7	1%	-9%	2%	1%	-11	7	-3	-25%
25	CCc1cccc(C)c1NC(=O)CCCC(=O)O	-1%	-3	0%	0%	-198%	?	-11	8	2	5%
26	Cc1nonc1C1CCCN1Cc1cn[nH]c1-c1ccc(-c2ccccc2)cc1 (stereo not given)	-1%	-2	0%	5%	6%	?	20	2	-4	2%
27	Cc1cccc(C)c1OCc1nc2ccccc2[nH]1	/	0	4%	2%	0%[46.1 µM]	0%	0	-7	-5	-3%
28	O=C(COc1ccc(Cl)cc1Cl)Nn1c(=S)[nH]c2ncccc2c1=O	0%	10	-7%	1%	-1%[46.1 µM]	15%	3	-3	11	0%
29	CCOc1ccccc1CNC(=O)CCN1C(=O)COc2ccccc21	-3%	-9	-4%	1%	-15%	-2%	-1	-9	3	-5%
30	COc1ccc(OC)c(S(=O)(=O)Nc2c(C)nn(C)c2C)c1	/	15	-4%	1%	-4%	-1%	-3	-17	/	/
31	CCOC(=O)c1[nH]c(C)c(C(=O)NCCN2CCOCC2)c1C	4%	9	4%	-4%	-3%	22%	5	-6	1	14%
32	COc1cc(OC)c2cc(C(=O)N/N=C/c3cccc(OC)c3O)[nH]c2c1	5%	-2	-15%	2%	-3%	?	3	-4	0	35%[activator]
33	Cc1ccc2cc(CN(Cc3ccco3)C(=O)NC3CCCCC3)c(=O)[nH]c2c1C	-5%	1	-6%	-1%	1%[46.1 µM]	-21%	18	-18	6	8%
34	Cc1noc2ncnc(Oc3ccc4ccccc4c3)c12	-2%	-4	1%	0%	1%	8%	-3	-13	2	-2%
35	S=C(Nc1ccccn1)NC1CCCCC1	-2%	-4	-15%	-16%	-4%	?	-1	6	1	6%
36	COc1cccc(C(=O)NC2CCCN(C3Cc4ccccc4C3)C2)c1OC (stereo not given)	3%	-4	6%	1%	4%	-3%	6	6	2	11%
37	O=C(CSc1nnc(CNC(=O)c2ccc(F)cc2)o1)Nc1nccs1	1%	-5	10%	-5%	-9%	4%	1	-3	-4	27%
38	Cc1[nH]c(C)c(S(=O)(=O)N2CCC(C)CC2)c1C(=O)N1CCCC1	0%	5	-2%	-4%	-2%	7%	-12	-6	0	2%
39	COc1ccc(NC(=O)C(c2ccc(OC)cc2)N(C)C(=O)Cc2cccs2)cc1 (stereo not given)	0%	3	8%	0%	-1%[46.1 µM]	-1%	-6	22	3	-1%
40	COc1ccc(NC(=O)NC(C)c2ccc3c(c2)OCO3)c(OC)c1 (stereo not given)	-2%	3	-4%	2%	/	1%	4	7	-1	?

Shown screen by screen: entries from further up.
#34 Cc1noc2ncnc(Oc3ccc4ccccc4c3)c12
#33 Cc1ccc2cc(CN(Cc3ccco3)C(=O)NC3CCCCC3)c(=O)[nH]c2c1C
#32 COc1cc(OC)c2cc(C(=O)N/N=C/c3cccc(OC)c3O)[nH]c2c1
#22 CCN(C(=O)CSc1ncn[nH]1)c1c(N)n(Cc2ccccc2)c(=O)[nH]c1=O
screen / no.	34	33	32	22
GALK inh	-2%	-5%	5%	/
TSHR antag	-4	1	-2	-8
A-T KAP1 phos	1%	-6%	-15%	2%
Tb PFK block	0%	-1%	2%	0%
TCR activator	1%	1%[46.1 µM]	-3%	-18%
Chronic BCR inh	8%	-21%	?	0%
Giardia kill	-3	18	3	-18
hERG WT inh	-13	-18	-4	-4
FBPA coupling cs	2	6	0	/
CXXC DNA block	-2%	8%	35%[activator]	/
